CBFb-SMMHC binding: Runt domain/CBFb-SMMHC interaction disruptors – biochemical, TR-FRET (AID 1438); hit rate 2% among 2,200; one-dose inhibition, % at 20 µM; IC50 in µM for titrated hits; TR-FRET Runt domain–CBFb-SMMHC binding, biochemical; higher % means a stronger effect; in the data active = inhibition from about 52%, or a potency from the dose series; inactive = the rest, 99 in 100 with inhibition below about 48%
* marks the source's active call; other numbers are inactive results.

The opening 3 compounds, to show the layout:
For COc1cc(SSc2cc(OC)cc([N+](=O)[O-])c2N)c(N)c([N+](=O)[O-])c1 the results were CBFb-SMMHC binding -12.0%.
COc1cc(OC)c(C2CC(=O)N3CN(c4ccccc4)CSC3=C2C#N)cc1OC (stereo not drawn) was read as CBFb-SMMHC binding 16.3%.
For Cc1cc(C)cc(N=Cc2c(O)c3ccccc3oc2=O)c1 the results were CBFb-SMMHC binding -26.2%.

Main list, previewed entries included:
For COc1cc(SSc2cc(OC)cc([N+](=O)[O-])c2N)c(N)c([N+](=O)[O-])c1 the results were CBFb-SMMHC binding -12.0%.
COc1cc(OC)c(C2CC(=O)N3CN(c4ccccc4)CSC3=C2C#N)cc1OC (stereo not drawn) was read as CBFb-SMMHC binding 16.3%.
For Cc1cc(C)cc(N=Cc2c(O)c3ccccc3oc2=O)c1 the results were CBFb-SMMHC binding -26.2%.
For O=C(CP(=O)(c1ccccc1)c1ccccc1)N/N=C/c1cc(Br)cc(Br)c1O the results were CBFb-SMMHC binding 44.8%.
For COc1cc(/C=N/N2CCN(C3c4ccccc4-c4ccccc43)CC2)cc(OC)c1O the results were CBFb-SMMHC binding 33.8%.
Screening COCCn1c(N)c(C(=O)NCC2CCCO2)c2nc3ccccc3nc21 (stereo not drawn) returned CBFb-SMMHC binding 34.5%.
CC(=O)Oc1ccc2ccc(=O)oc2c1 was read as CBFb-SMMHC binding -5.5%.
Screening Cc1c(Br)c(=O)oc2c(Br)c(O)ccc12 returned CBFb-SMMHC binding -6.5%.
COCCOc1nc2c(c(=O)n(C)c(=O)n2C)n1CCc1ccccc1 was read as CBFb-SMMHC binding -13.5%.
Screening CN1CCc2c(sc(/N=C/c3ccco3)c2C(N)=O)C1 returned CBFb-SMMHC binding 38.4%.
`CC1=C(C(=O)OCC2CCCO2)C(c2ccncc2)C2=C(CC(C)(C)CC2=O)N1` (stereo not drawn) gave CBFb-SMMHC binding 33.6%.
For COc1ccccc1C1CN(c2ccccc2)N=C1c1cccs1 (stereo not drawn) the results were CBFb-SMMHC binding 2.5%.
`O=Cc1ccc(O)c2ncccc12` gave CBFb-SMMHC binding -6.8%.
Screening CC(=O)Nc1ccc(O)c(-c2nc3ccccc3s2)c1 returned CBFb-SMMHC binding -9.1%.
`Cc1cccn2c(=O)c3cc(S(=O)(=O)c4ccccc4)c(=N)n(CC4CCCO4)c3nc12` (stereo not drawn) gave CBFb-SMMHC binding 17.4%.
`CCCn1c(=N)c(C#N)cc2c(=O)n3ccccc3nc21` gave CBFb-SMMHC binding 45.4%.
`COC(=O)Cc1csc(/N=C/c2c(O)n(-c3cccc(C(F)(F)F)c3)c(=O)c3ccccc23)n1` gave CBFb-SMMHC binding 32.7%.
Screening Cc1cc(C(=O)CN2C(=O)c3cccc(N)c3C2=O)c(C)n1Cc1cccs1 returned CBFb-SMMHC binding 39.5%.
For COc1cccc(C2C(C#N)=C(N)Oc3cc(N)ccc32)c1OC (stereo not drawn) the results were CBFb-SMMHC binding 15.2%.
`Cc1ccc2nc3c(cc(C#N)c(=O)n3-c3nccs3)c(=O)n2c1` gave CBFb-SMMHC binding 21.9%.

Continued, overlapping the part above by four compounds.
`COC(=O)Cc1csc(/N=C/c2c(O)n(-c3cccc(C(F)(F)F)c3)c(=O)c3ccccc23)n1` gave CBFb-SMMHC binding 32.7%.
Screening Cc1cc(C(=O)CN2C(=O)c3cccc(N)c3C2=O)c(C)n1Cc1cccs1 returned CBFb-SMMHC binding 39.5%.
For COc1cccc(C2C(C#N)=C(N)Oc3cc(N)ccc32)c1OC (stereo not drawn) the results were CBFb-SMMHC binding 15.2%.
`Cc1ccc2nc3c(cc(C#N)c(=O)n3-c3nccs3)c(=O)n2c1` gave CBFb-SMMHC binding 21.9%.
Screening CC(=O)c1sc2nc(-c3cccs3)ccc2c1N returned CBFb-SMMHC binding 18.8%.
`Cc1ccc(-c2cn3c(=S)[nH]nc3s2)cc1` gave CBFb-SMMHC binding -6.6%.
For CC(C)(C)c1ccc(-c2nc3c(C#N)c(-c4ccc5c(c4)OCO5)ccn3n2)cc1 the results were CBFb-SMMHC binding 2.9%.
CCn1c(=N)c(C(=O)NCc2cccnc2)cc2c(=O)n3cccc(C)c3nc21 was read as CBFb-SMMHC binding 12.4%.
Screening N#Cc1c(NC(=O)c2ccccc2Cl)n(Cc2ccccc2)c2nc3ccccc3nc12 returned CBFb-SMMHC binding 33.8%.
`Cc1nc(CNS(=O)(=O)c2ccc3c(c2)OCCO3)cs1` gave CBFb-SMMHC binding -4.8%.
CCn1cc(C2C(C(=O)Nc3cc(C)ccn3)=C(C)NC3=C2C(=O)CC(C)(C)C3)c(C)n1 (stereo not drawn) was read as CBFb-SMMHC binding 44.1%.
Screening CCOC(=O)C1=C(O)/C(=C/c2cn(CC(=O)N3CCCC3)c3ccccc23)SC1=Nc1ccccc1 returned CBFb-SMMHC binding 4.0%.
`Clc1cccc(CSc2ccc(-c3ccco3)nn2)c1` gave CBFb-SMMHC binding -6.1%.
Screening COc1ccc2c(c1)CCc1cn3ncc(C#N)c3nc1-2 returned CBFb-SMMHC binding -6.3%.

Three compounds picked at random from the list so far:
Screening CN1CCc2c(sc(/N=C/c3ccco3)c2C(N)=O)C1 returned CBFb-SMMHC binding 38.4%.
CC(=O)Oc1ccc2ccc(=O)oc2c1 was read as CBFb-SMMHC binding -5.5%.
COc1cc(OC)c(C2CC(=O)N3CN(c4ccccc4)CSC3=C2C#N)cc1OC (stereo not drawn) was read as CBFb-SMMHC binding 16.3%.

(cont.)
Screening Nc1ccc2[nH]ncc2c1 returned CBFb-SMMHC binding 23.6%.
`COCCn1c(=N)c(C(=O)NCCc2ccc(OC)cc2)cc2c(=O)n3cccc(C)c3nc21` gave CBFb-SMMHC binding 23.3%.
`COCCn1c(=NC(=O)c2ccc3c(c2)OCO3)c(C#N)cc2c(=O)n3cccc(C)c3nc21` gave CBFb-SMMHC binding 48.1%.
Screening CCn1c(O)c(C=Nc2ccccc2)sc1=S returned CBFb-SMMHC binding -3.7%.
CCc1cc(=O)oc2c(CN3CCN(C)CC3)c(O)c(Cl)cc12 was read as CBFb-SMMHC binding 17.3%.
Screening COc1cc(NS(=O)(=O)c2ccc(N/C=C\C(=O)c3ccc(F)cc3)cc2)nc(OC)n1 returned CBFb-SMMHC binding 26.7%.

Part of the list above in order of count of non-hydrogen atoms, high to low:
`COCCn1c(=NC(=O)c2ccc3c(c2)OCO3)c(C#N)cc2c(=O)n3cccc(C)c3nc21` gave CBFb-SMMHC binding 48.1%.
Screening COCCn1c(N)c(C(=O)NCC2CCCO2)c2nc3ccccc3nc21 (stereo not drawn) returned CBFb-SMMHC binding 34.5%.
`Clc1cccc(CSc2ccc(-c3ccco3)nn2)c1` gave CBFb-SMMHC binding -6.1%.

Some of the compounds tested; the hit share may differ from the screen's.
